Menin MLL FP TR – displaces Texas Red mutant MLL peptide from human menin | O00255 | Menin + Texas Red MLL mutant peptide, fluorescence polarization | Potency, µM (top dose mostly 61.6 µM), for the others: at the top dose FP activity change, negative = inhibition, usual class: inhibitors | 270,000 tested, 0.23% active; active means well fitted inhibition curve with a large enough effect in the polarisation, with a control signal flat, not every such curve was filed as active; inconclusive means small, poorly fitted or top-dose-only effect, or effect the other way, or a change in a side signal; inactive means no such curve, though single readings can be large or run the other way; the % refers to the polarisation; further: potency means the concentration at half of the fitted maximal effect; % of control where 0% means no effect; many of its hits are not listed in these tables
S-ASM inh – blocks human secretory acid sphingomyelinase. 340,000 tested, 0.006% active. AID 504937. placental ASM, HMU-PC fluorogenic substrate, 60 min. Potency, µM (doses to about 57.5 µM), for inactives: top-dose activity change, negative = inhibition, hits mostly inhibitors. P17405; further: potency means the concentration at half of the fitted maximal effect
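HMU-PC0 cleavage (9 uM final) by human placental ASM, 60 min at 37 °C following 10 min compound exposure at RT; stopped at pH 10, fluorescence Ex 386/Em 447 nm.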
A-T KAP1 phos – potential ataxia-telangiectasia treatments restoring KAP-1 phosphorylation; […] A-T fibroblasts, KAP-1 phosphorylation AlphaLISA; neocarzinostatin DNA damage 30 min before lysis; Potency, µM (doses to about 57.5 µM), inactives show at the highest dose activation, most hits filed as activators; AID 485349; 320,000 tested, 0.19% active; further: potency means the concentration at half of the fitted maximal effect; % of control where 0% means no effect; nearly all actives have a fitted effect of over 45% in size
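hTERT-immortalized A-T patient fibroblasts ([…]), 500 cells/well in OPTI-MEM, 1% FBS, got compounds for 60 min, then NCS for 30 min at 37C. Lysates were then assayed for phospho-KAP-1 by AlphaLISA (anti-pKAP1 donor, anti-KAP1 acceptor beads), 6 hr at 25C.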
TSHR antag – antagonists of human thyroid stimulating hormone receptor; P16473; TSHR-expressing cells, TSH-stimulated cAMP HTRF, 2 h; stronger effect = lower value; activity change, negative = inhibition, % at 11.5 µM; 330,000 tested, 0.2% active; AID 504810;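 active means activity change below a set negative limit, meaning inhibition stronger than a set level, cut at about -70% in these data; inconclusive means activity change between two set negative limits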; further: on the % scale 0 is the no-effect control and ±100 the full control effect
Target sequence (P16473 whole entry, looked up): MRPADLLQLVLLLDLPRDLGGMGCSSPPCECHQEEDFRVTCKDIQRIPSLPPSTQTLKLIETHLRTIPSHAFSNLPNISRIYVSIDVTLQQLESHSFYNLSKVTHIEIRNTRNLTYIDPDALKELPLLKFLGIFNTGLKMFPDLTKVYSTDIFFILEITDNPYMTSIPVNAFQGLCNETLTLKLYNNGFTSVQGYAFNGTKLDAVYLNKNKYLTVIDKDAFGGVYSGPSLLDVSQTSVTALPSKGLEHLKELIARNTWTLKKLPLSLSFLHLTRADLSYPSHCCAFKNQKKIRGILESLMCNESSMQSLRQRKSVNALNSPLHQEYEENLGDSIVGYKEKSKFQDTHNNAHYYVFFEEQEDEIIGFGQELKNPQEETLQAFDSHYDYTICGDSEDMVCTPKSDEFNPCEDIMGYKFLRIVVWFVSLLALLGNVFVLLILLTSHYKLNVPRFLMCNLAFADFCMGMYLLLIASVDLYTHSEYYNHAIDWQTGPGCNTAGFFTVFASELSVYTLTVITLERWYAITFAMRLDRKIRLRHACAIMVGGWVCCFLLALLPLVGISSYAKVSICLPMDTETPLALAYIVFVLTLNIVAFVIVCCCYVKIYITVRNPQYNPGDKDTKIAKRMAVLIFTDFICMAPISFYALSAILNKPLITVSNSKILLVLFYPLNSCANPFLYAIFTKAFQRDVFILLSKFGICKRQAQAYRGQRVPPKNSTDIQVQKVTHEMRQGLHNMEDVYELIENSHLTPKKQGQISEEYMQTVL
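Competitive HTRF cAMP read-out (cryptate anti-cAMP antibody, cAMP-d2; 30 min, room temperature) in freshly harvested TSHR cells. Compounds added before TSH at EC80 (4nM final), followed by 2 hours' incubation at 37 deg C.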
a7 integrin act – activates integrin-mediated alleviation for muscular dystrophy; alpha7betagal myoblasts, beta-gal FDG fluorescence, 48 h; Potency, µM (series often up to 38.3 µM), for inactives: at the top dose activation, hits mostly activators; 350,000 tested, 0.064% active; AID 624291;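 further: potency means the concentration at half of the fitted maximal effect; 100% = response of the positive control SU9516; nearly all actives have a fitted effect of over 60% in size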
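alpha7betagal+/- myoblasts (passage 13, 250/well) treated 48 h at 37C with compounds at 1:260 dilution of DMSO stock. Lysed, then beta-galactosidase activity read as FDG fluorescence (ex 480/em 540) after 30 min, with pre-read for autofluorescence.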
TSG101-PTAP inh – blocks PTAP/TSG101 interaction to inhibit HIV-1 budding; AID 493005; Potency, µM (top dose mostly 115 µM), without a hit: top-dose activity change, negative = inhibition, actives largely listed as inhibitors; 340,000 tested, under 10 active; Fluorescence polarization, FITC-PTAP peptide / Tsg101 binding; Q99816; active means well fitted inhibition curve with a large enough effect in the main read-out, with a control signal flat, not every such curve was filed as active; inconclusive means small, poorly fitted or top-dose-only effect, or effect the other way, or a change in a side signal; inactive means no such curve, though single readings can be large or run the other way; further: potency means the concentration at half of the fitted maximal effect; % of control where 0% means no effect
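Fluorescence polarization binding of Tsg101 binding domain (10 uM final) to FITC-labeled PTAP peptide (50 nM final) in HEPES pH 7.5 buffer with NaCl, Tween 20, EDTA, TCEP. Compounds added before peptide; binding 20 min at RT.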
TCR activator – activates T cell receptor signaling; 330,000 tested, under 10 active; primary human leukocytes, anti-CD3, IL-2 HTRF, 48 h; AID 504894; Potency, µM (highest dose often 9.22 µM), without a hit: at the top dose activation of IL-2 secretion, actives largely listed as activators; further: % of control where 0% means no effect
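Human primary leukocytes + a-CD3 beads + cpd, 48 hr; IL-2 in supernatant by HTRF (ex 320nm / em 665nm). No co-stimulatory signal supplied.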
MBNL1 CUG block – inhibitors of human MBNL1 binding to CUG repeat RNA. TR-FRET MBNL1-His/biotin-(CUG)12 binding, 665/545 ratio. Potency, µM (top dose mostly 57.5 µM), for the others: at the highest dose activity change, negative = inhibition, most hits filed as inhibitors. Q9NR56. 280,000 tested, 0.036% active; active means well fitted inhibition curve with a large enough effect in the signal ratio, with a control signal flat, not every such curve was filed as active; inconclusive means small, poorly fitted or top-dose-only effect, or effect the other way, or a change in a side signal; inactive means no such curve, though single readings can be large or run the other way; the % refers to the signal ratio; further: potency means the concentration at half of the fitted maximal effect; on the % scale 0 is the no-effect control and ±100 the full control effect
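Inhibition of protein-RNA binding appears as loss of TR-FRET between terbium anti-His antibody on MBNL1-His and streptavidin-XL665 on biotin-(CUG)12. Activity is normalized to buffer-only and uninhibited-complex controls.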
MLL CXXC-DNA inh – inhibitors of human MLL CXXC domain-DNA interaction; Q03164; MLL-CXXC / FITC-HOXA9 DNA fluorescence polarization; Potency, µM (doses to about 115 µM), for inactives: top-dose activity change, negative = inhibition, most hits filed as inhibitors; 290,000 tested, 0.037% active; active means well fitted inhibition curve with a large enough effect in the polarisation, with a control signal flat, not every such curve was filed as active; inconclusive means small, poorly fitted or top-dose-only effect, or effect the other way, or a change in a side signal; inactive means no such curve, though single readings can be large or run the other way; the % refers to the polarisation; further: potency means the concentration at half of the fitted maximal effect
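Fluorescence polarization: 7 uM MLL-CXXC (stock) preincubated 5 min with compounds, then 50 nM fluorescein-HOX-A9 DNA (stock) added; 30 min ambient. Buffer 50 mM Tris-HCl pH 7.5, 50 mM NaCl, 1 mM DTT, 0.05% BSA.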
Mito fusion act – inhibitors of mitochondrial division or activators of mitochondrial fusion; S. cerevisiae fusion-defective mutant growth rescue, CellTiterGlo 48 h; Potency, µM (top dose mostly 46.1 µM), inactives show at the top dose growth rescue (activation), usual class: activators; 320,000 tested, 0.23% active;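 further: potency means the concentration at half of the fitted maximal effect; % of control where 0% means no effect; nearly all actives have a fitted effect of over 45% in size; temperature-sensitive fusion mutants such as fzo1-1 at 37 °C on non-fermentable ethanol glycerol medium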
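Compounds are tested for their ability to restore growth of mitochondrial fusion-defective yeast strains at non-permissive 37C in YPEG medium over 48 hours. Viability is quantified by luciferase luminescence.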
Active calls of the source: *; ? = inconclusive; / = no result given; [ ] = dose if it differs, or a comment. Unless noted, the call rests on the fitted dose curve; in most records, active means well fitted curve in the direction sought with a large enough effect; inconclusive means small, poorly fitted or top-dose-only effect, or another doubt; inactive means no such curve, though single readings can be large; an effect the other way counts as inactive or inconclusive. The list is partial (hit frequency here may not be typical).

| SMILES | TCR activator | a7 integrin act | MLL CXXC-DNA inh | TSG101-PTAP inh | Menin MLL FP TR | TSHR antag | Mito fusion act | MBNL1 CUG block | S-ASM inh | A-T KAP1 phos |
| --- | --- | --- | --- | --- | --- | --- | --- | --- | --- | --- |
| COc1ccc(CCNC(=O)COC(=O)c2ccc(C)s2)cc1OC | 0% | -50%[inhibitor] | / | 1% | / | -19 | -2% | / | 2% | -7% |
| COc1ccc(CNC(=S)Nc2cccc(F)c2)cc1 | / | -5% | -8% | 1% | 8% | 16 | -12% | -7% | -1% | 10% |
| O=C1CC(c2ccccc2)CC(O)=C1C=NCc1ccc(Cl)cc1 (stereo not drawn) | 1% | 9% | 18% | -7% | ? | -13 | 3% | -10% | 0% | 0% |
| Cc1cc(C(=O)NN=C2CCCCCCC2)c2ccccc2n1 | -1% | -1% | / | 2% | / | -2 | -7% | / | -1% | 0% |
| COc1ccc(N2CCN(C(CNC(=O)C(=O)NCCCn3ccnc3)c3ccco3)CC2)cc1 (stereo not drawn) | 0% | 18% | -3% | -2% | -5% | -2 | 3% | 0% | 3% | -3% |
| O=C(NC1C2CC3CC(C2)CC1C3)C1CC1 (stereo not drawn) | 0% | -12% | -3% | -4% | -23% | -10 | 1% | -2% | 0% | / |
| O=C(Nc1ccc(Nc2ccccc2)cc1)c1ccccc1F | 4% | 18% | -13% | -11% | ? | -3 | -7% | -4% | -3% | 3% |
| Cc1ccc(S(=O)(=O)N2CCOCC2)cc1C(=O)OCC(=O)NCCc1ccccc1 | / | -15% | / | 0% | / | / | / | / | 3% | -1% |
| c1ccc(-c2nnc3sc(-c4csc5c4CCCC5)nn23)cc1 | 2% | -29% | -8% | 0% | 0% | -2 | ? | -12% | -23% | 14% |
| CCCCn1cnc2c(oc3nc4c(cc32)CCCC4)c1=O | -2% | 6% | 0% | -4% | / | -4 | 2% | / | -5% | 15% |
| Cc1ccc(-c2noc(C3CCCN(S(=O)(=O)c4ccc(S(=O)(=O)N(C)C)cc4)C3)n2)o1 (stereo not drawn) | 4% | -4% | 6% | -4% | 4% | 0 | 2% | -1% | 5% | 2% |
| O=C(NCCOc1ccccc1)C1CCCCC1 | -5% | 11% | 5% | 0% | -7% | -9 | 22% | -2% | 2% | 0% |
| CCC(=O)c1ccc(OCC(O)CNCCc2ccc(Cl)cc2)cc1 (stereo not drawn) | -5% | -68%[inhibitor] | 7% | -4% | ? | -1 | -58%[inhibitor] | -6% | -1% | -4% |
| COc1cc(C)c(NC(=O)COc2ccc3c(c2)OCO3)cc1C | -3% | ? | 1% | -3% | 1% | -11 | 12% | 1% | 2% | -8% |
| Cc1ccc(NS(=O)(=O)c2ccc(NC(=O)C3CC3)cc2)cc1C | 4% | -28% | 0% | -3% | 38%[activator] | -8 | 0% | -3% | -5% | 4% |
| CC(C)N(C(=O)CSc1nnc(C2CC2)n1C1CC1)c1ccccc1 | -15% | -5% | / | -4% | / | 4 | -2% | / | 1% | -14% |
| Nc1c(C(=O)NCC2CCCO2)c2nc3ccccc3nc2n1/N=C/c1ccncc1 (stereo not drawn) | 6% | ? | / | -3% | / | / | / | / | 12% | / |
| Cc1ccc(-n2nnc3c(=O)n(CC(=O)N4CCC(C)CC4)cnc32)cc1 | 1% | 28% | 18% | -3% | 29% | 25 | 4% | 4% | -2% | 0% |
| O=C(c1cccc(-c2ccc(O)cc2)c1)N1CCOCC1 | -7% | 10% | -2% | -10% | 10% | -2 | -2% | -6% | 2% | 0% |
| N#Cc1cnn2c(C(F)(F)F)c3c(nc12)CCCC3 | -8% | 15% | 3% | -2% | 9% | -3 | 0% | 2% | -4% | 1% |
| CS(=O)(=O)N(CCc1ccccc1)CC(=O)NCc1cccnc1 | -3% | 7% | -4% | -1% | 14% | -4 | 1% | 3% | 1% | 8% |
| CCOc1ccc(CNC(=O)C(CC)n2nc(C)n3c(cc4occc43)c2=O)cc1OC (stereo not drawn) | 2% | 3% | 2% | -7% | -13% | -9 | 6% | -1% | 0% | -2% |
| COc1ccc(NC(=O)COC(=O)Cc2ccc(Br)cc2)cc1 | 9% | 5% | -2% | -1% | 23% | 6 | 2% | 0% | -3% | 9% |
| O=C(Oc1ccc(Br)cc1C(=S)N1CCOCC1)c1cccc([N+](=O)[O-])c1 | 0% | ? | 0% | -5% | 12% | -6 | 28% | ? | 0% | 6% |
| CCOC(=O)c1nnn(-c2nonc2N)c1CN1CCCCCC1 | 1% | 6% | 15% | -7% | -3% | 6 | -2% | 4% | 1% | -9% |
| COC(=O)C1CCN(C(=O)C2CCN(C(=O)[C@H](C)NS(=O)(=O)c3ccc(C)cc3)CC2)CC1 | -8% | 19% | 2% | 0% | -3% | -3 | 1% | 4% | 2% | 3% |
| O=C(Nc1ccc(NC(=O)c2cccnc2)cc1)c1ccccc1 | 0% | -16% | 12% | -7% | / | -4 | 1% | -3% | 3% | -6% |
| COc1ccc(CCNc2ccc(C(CC(N)=O)NC(=O)c3ccc(Br)cc3)cc2[N+](=O)[O-])cc1 (stereo not drawn) | 6% | -14% | ? | 9% | / | 5 | 3% | 2% | -3% | -41% |
| CC(C)CSc1nc2c(c(=O)[nH]c(=O)n2C)n1CC(O)COc1cccc2ccccc12 (stereo not drawn) | 30% | 13% | 3% | 1% | 6% | -3 | 2% | 3% | -9% | -5% |
| COc1ccc(N(CC(O)CN2CCOCC2)S(=O)(=O)c2ccc(C)cc2)cc1 (stereo not drawn) | 1% | -35% | -3% | 0% | -16% | 2 | -12% | -3% | 4% | -2% |

The closing 3 records of the part before are carried over, then new ones follow:
| SMILES | TCR activator | a7 integrin act | MLL CXXC-DNA inh | TSG101-PTAP inh | Menin MLL FP TR | TSHR antag | Mito fusion act | MBNL1 CUG block | S-ASM inh | A-T KAP1 phos |
| --- | --- | --- | --- | --- | --- | --- | --- | --- | --- | --- |
| COc1ccc(CCNc2ccc(C(CC(N)=O)NC(=O)c3ccc(Br)cc3)cc2[N+](=O)[O-])cc1 (stereo not drawn) | 6% | -14% | ? | 9% | / | 5 | 3% | 2% | -3% | -41% |
| CC(C)CSc1nc2c(c(=O)[nH]c(=O)n2C)n1CC(O)COc1cccc2ccccc12 (stereo not drawn) | 30% | 13% | 3% | 1% | 6% | -3 | 2% | 3% | -9% | -5% |
| COc1ccc(N(CC(O)CN2CCOCC2)S(=O)(=O)c2ccc(C)cc2)cc1 (stereo not drawn) | 1% | -35% | -3% | 0% | -16% | 2 | -12% | -3% | 4% | -2% |
| COc1cc(/C=N/N(C)C)cc(Br)c1O | 2% | -10% | 4% | -5% | / | -1 | 0% | 13% | 1% | -4% |
| CC(C)(C)c1nc(SCC(=O)NC2CCCC2)c2ccccc2n1 | 5% | 12% | -4% | -1% | 13% | 31 | 31% | 1% | -2% | -2% |
| O=C(NC1CS(=O)(=O)CC1NCc1ccco1)c1ccccc1 (stereo not drawn) | -10% | 8% | -1% | -6% | 3% | -11 | 0% | 0% | 1% | 0% |
| CC1=NN(c2ccccc2)C(=O)C1=C(C)C | -2% | -24% | -15% | -3% | 14% | -1 | 2% | -3% | 3% | -5% |
| CC(C)(C)C(=O)Nc1ccnn1C1CCN(C(=O)c2ccc(Cl)cc2F)CC1 | 8% | 22% | -2% | / | / | 4 | -3% | -3% | -2% | 10% |
| CC(C)OC(=O)CSc1nc(N)c(C#N)c(-c2cccs2)c1C#N | 4% | -10% | -1% | -4% | ? | -21 | 14% | 167%[activator] | 61% | -13% |
| N#Cc1cn(CC(=O)NCCc2c[nH]c3ccccc23)c2ccccc12 | 5% | -12% | 8% | -6% | 8% | 5 | -3% | -9% | -8% | 4% |
| COc1cccc(CNC(=O)CCNC(=O)C2CCN(S(=O)(=O)c3ccc(F)cc3)CC2)c1 | -5% | 11% | 11% | -4% | / | -2 | -4% | 2% | -2% | 10% |
| CCc1nc(-c2ccc(OC)c(OC)c2)cc2cc(OC)c(OC)cc12 | -2%[46.1 µM] | -1% | -3% | -1% | 9% | -19 | 9% | -5% | -1% | -9% |
| CC(=NCCN1CCN(C(C)=C2C(=O)c3ccccc3C2=O)CC1)C1=C(O)CC(C)(C)CC1=O | 4%[46.1 µM] | -6% | -3% | 0% | 0% | -7 | -1% | / | 1% | -1% |

From PubChem BioAssay
